PME-1 inh = PME-1 (human) inhibition; recombinant PME-1, FP-Rh probe fluorescence polarization; 0.53% of 320,000 active; inhibition, % at 5.9 µM; Q9Y570;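 active means inhibition above the campaign mean of all compounds plus 3 SD, cut at about 26% in these data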;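 further: competitive labeling of PME-1 active site by serine hydrolase directed probe; 0% = PME-1 with DMSO and 100% = wells lacking PME-1 enzyme; inhibitors block probe labeling so polarization falls and inhibition rises; many of its hits are not listed in these tables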
AHR act = activates the human aryl hydrocarbon receptor; AHR-responsive luciferase reporter cells, luminescence; activation, % at 5 µM; 2.5% of 320,000 active; AID 2796; in the data active means activation above about 47%;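 further: 0% = vehicle wells and 100% = reference agonist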
Target sequence (P35869 whole entry, looked up): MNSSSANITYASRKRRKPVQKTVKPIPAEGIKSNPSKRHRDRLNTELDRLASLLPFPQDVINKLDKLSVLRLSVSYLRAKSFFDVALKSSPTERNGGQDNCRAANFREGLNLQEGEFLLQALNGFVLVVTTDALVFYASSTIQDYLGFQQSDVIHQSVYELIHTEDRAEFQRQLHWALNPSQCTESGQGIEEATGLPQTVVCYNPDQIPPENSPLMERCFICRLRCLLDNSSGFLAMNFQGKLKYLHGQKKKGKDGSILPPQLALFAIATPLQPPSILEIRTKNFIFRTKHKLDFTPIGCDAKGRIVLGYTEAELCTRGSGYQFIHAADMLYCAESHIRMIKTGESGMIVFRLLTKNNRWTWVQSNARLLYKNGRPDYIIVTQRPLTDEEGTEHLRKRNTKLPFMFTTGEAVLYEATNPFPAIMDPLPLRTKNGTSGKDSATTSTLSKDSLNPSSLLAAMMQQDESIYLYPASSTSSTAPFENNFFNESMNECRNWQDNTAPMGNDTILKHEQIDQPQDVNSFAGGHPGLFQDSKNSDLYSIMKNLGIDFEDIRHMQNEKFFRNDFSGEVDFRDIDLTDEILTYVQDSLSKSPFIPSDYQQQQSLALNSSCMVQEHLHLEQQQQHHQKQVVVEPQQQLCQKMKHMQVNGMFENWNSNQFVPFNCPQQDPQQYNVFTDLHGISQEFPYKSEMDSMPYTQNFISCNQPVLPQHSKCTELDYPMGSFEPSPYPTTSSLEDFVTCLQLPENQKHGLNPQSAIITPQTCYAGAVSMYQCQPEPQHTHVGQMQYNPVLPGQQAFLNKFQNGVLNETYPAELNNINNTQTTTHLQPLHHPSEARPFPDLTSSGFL
MEX-5 binding = C. elegans MEX-5 TCR-2 RNA binding activity; 0.38% of 300,000 active; AID 1832; activity score (negative = inhibition of binding), % at 10 µM; Q9XUB2; MEX-5/FITC-TCR2 RNA binding, fluorescence polarization; active compounds read low;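 active means inhibition past about -25% in most replicates, and total fluorescence under double the plate's negative control median, limit read from the data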;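 further: 0% = DMSO and -100% = 5 µM competing unlabeled TCR2 RNA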
pPAFAH inh = pPAFAH (human) enzyme inhibition; 1.5% of 330,000 active; AID 463082; Q13093; recombinant pPAFAH, FP-rhodamine probe fluorescence polarization; inhibition, % at 3.39 µM;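 active means inhibition above the mean inhibition across the screen plus 3 SD, cut at about 25% in these data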;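 further: inhibitors block binding of the rhodamine activity-based probe so polarization drops; 0% = enzyme with DMSO and 100% = wells lacking pPAFAH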
GLD-1 RNA inh = GLD-1-TGE RNA interaction inhibition (C. elegans) | 0.44% of 320,000 active | Q17339 | purified GLD-1 + fluorescein TGE RNA, fluorescence polarization | inhibition, % at 5.96 µM;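 active means percent inhibition above a per-plate cutoff, the plate mean of test compounds plus 3 SD, cut at about 30% in these data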;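 further: 0% = DMSO wells with GLD-1 and probe and 100% = wells lacking GLD-1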
Fam108B inh = blocks mouse Fam108B hydrolase in RBBP9 counter-screen. recombinant Fam108B, FP-Rh probe fluorescence polarization. inhibition, % at 9.51 µM. 0.33% of 300,000 active;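 active means inhibition above the screen mean inhibition plus 3 SD, computed separately per campaign, cut at about 18% in these data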;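 further: inhibitors lower polarization as less probe binds the enzyme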
MCL1-BIM inh = MCL1-BIM-BH3 interaction inhibition (human) | Q07820 | GST-MCL1 / FITC-Bim-BH3 fluorescence polarization | inhibition, % at 10.9 µM | 0.68% of 320,000 active;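 active means inhibition above the mean inhibition of all tested compounds plus 3 SD, set per campaign, cut at about 40% in these data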;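 further: 0% = DMSO wells and 100% = unlabeled Bim-BH3 peptide control; higher means more loss of mP so more displacement of Bim peptide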
Bcl-xL primary = blocks human Bcl-xL binding to Bim BH3 peptide. Q07817. GST-Bcl-xL / FITC-Bim BH3 peptide fluorescence polarization. inhibition, % at 10.9 µM. 0.7% of 320,000 active. AID 2129;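 active means inhibition above the mean of all tested compounds plus 3 SD, cutoff set per campaign, cut at about 30% in these data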;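 further: 0% = DMSO wells and 100% = unlabeled Bim-BH3 peptide competitor; inhibitors lower millipolarization by displacing the labeled peptide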
PAFAH1B2 inh = blocks human PAF acetylhydrolase 1b catalytic subunit 2. P68402. recombinant PAFAH1B2, FP-rhodamine activity probe, fluorescence polarization. inhibition, % at 3.39 µM. 1.2% of 340,000 active;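 active means inhibition above the mean of all tested compounds plus 3 SD, cut at about 24% in these data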;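 further: 0% = enzyme with DMSO and 100% = wells lacking PAFAH1B2; many of its hits are not listed in these tables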
Target sequence (P68402 whole entry, looked up): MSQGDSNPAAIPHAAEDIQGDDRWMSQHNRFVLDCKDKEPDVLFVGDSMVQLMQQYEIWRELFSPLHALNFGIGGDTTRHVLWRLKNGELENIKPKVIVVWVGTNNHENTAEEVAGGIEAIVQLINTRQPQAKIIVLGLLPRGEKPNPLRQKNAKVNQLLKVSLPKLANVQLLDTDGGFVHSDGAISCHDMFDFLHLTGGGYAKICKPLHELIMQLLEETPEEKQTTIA
* marks the source's active call; other numbers are inactive results; / = not tested or not shown. This is a subset; rates above refer to the full screens.

1	CCOc1ccc(NC(=O)C(CC)n2nc(C)c3c(C)n(-c4ccccc4)nc3c2=O)cc1 (stereo not given)
2	O=C(NC(=S)NC1CCSC1=O)c1ccccc1F (stereo not given)
3	O=C(CCNC(=O)c1ccco1)Nc1ccc(Cl)cc1F
4	COc1ccc(S(=O)(=O)c2snnc2C)cc1
5	COC(=O)C(Cc1ccc(O)cc1)NC(=O)CCc1nc2ccccc2s1 (stereo not given)
6	CC1CN(C(=O)c2ccccc2Sc2ccccc2C#N)CC(C)O1 (stereo not given)
7	CNC(=O)N(O)C1N(/N=C/c2ccc(N(C)C)cc2)C(=S)SC1(C)C (stereo not given)
8	Cc1ccc(C(C)NC(=O)c2cc3cc(Br)ccc3oc2=N)cc1 (stereo not given)
9	COc1ccc(CCNc2nc3c(c(=O)n(C)c(=O)n3C)n2C)cc1OC
10	O=C(CCl)Nc1cccc(S(=O)(=O)NC2=NCCC2)c1

compound no.	1	2	3	4	5	6	7	8	9	10
PME-1 inh	-4	3	-1	1	7	4	-4	4	5	-7
AHR act	1	33	-1	1	3	1	3	8	36	2
MEX-5 binding	0.6	-3.2	0.9	-0.8	-1.5	1.5	-0.1	-1.3	2.2	3.0
pPAFAH inh	1	4	3	6	-4	2	5	-8	-1	-4
GLD-1 RNA inh	-2	6	3	-10	-1	2	0	-1	7	9
Fam108B inh	-7	5	1	1	-1	-1	-1	1	1	2
MCL1-BIM inh	5	1	5	-2	-5	-2	-6	3	7	-2
Bcl-xL primary	2	6	10	-1	-1	-2	2	4	1	-4
PAFAH1B2 inh	-3	1	2	6	1	9	4	11	2	-2

Pulled one by one from above:
7	CNC(=O)N(O)C1N(/N=C/c2ccc(N(C)C)cc2)C(=S)SC1(C)C (stereo not given)
8	Cc1ccc(C(C)NC(=O)c2cc3cc(Br)ccc3oc2=N)cc1 (stereo not given)
5	COC(=O)C(Cc1ccc(O)cc1)NC(=O)CCc1nc2ccccc2s1 (stereo not given)

compound no.	7	8	5
PME-1 inh	-4	4	7
AHR act	3	8	3
MEX-5 binding	-0.1	-1.3	-1.5
pPAFAH inh	5	-8	-4
GLD-1 RNA inh	0	-1	-1
Fam108B inh	-1	1	-1
MCL1-BIM inh	-6	3	-5
Bcl-xL primary	2	4	-1
PAFAH1B2 inh	4	11	1

(more compounds)
11	O=C(CSc1ccc(Cl)cc1)Nc1ccc(N2CCN(c3ccccc3)CC2)c(F)c1
12	COc1cccc(C(=O)Nc2cccc(NC(=O)c3cccs3)c2)c1
13	Cc1ccc(NC(=O)CN(C)C(=O)COc2c(Cl)cc(Cl)c3ccc(C)nc23)cc1
14	CCN(CC)c1ccc(/C=N/NC(=O)c2cccc(S(=O)(=O)Nc3ccccc3OC)c2)cc1
15	Nc1ncc(Br)cc1S(=O)(=O)NCCC(=O)N1CCN(c2ncccn2)CC1
16	O=C(COC(=O)c1cc(=O)c2ccccc2o1)NC1CCCC1
17	CC1CN(C(=O)c2cccc(S(=O)(=O)Nc3ccc(Cl)cc3)c2)CC(C)O1 (stereo not given)
18	COc1cccc(C2NC(C)(C(=O)O)C3C(=O)N(C(C)C)C(=O)C23)c1O (stereo not given)
19	c1cnc2c(OCc3nc4ccccc4[nH]3)cccc2c1
20	CCN1CCN(CC(=O)Nc2ccc3c(c2)OCCO3)C(=O)C1=O

compound no.	11	12	13	14	15	16	17	18	19	20
PME-1 inh	4	-9	-7	11	2	0	5	-10	0	0
AHR act	4	14	-4	11	5	-5	2	-2	110*	1
MEX-5 binding	0.0	-1.0	2.3	2.2	0.9	1.3	6.4	-0.3	8.5	1.7
pPAFAH inh	3	6	4	13	4	1	16	1	1	-8
GLD-1 RNA inh	-2	-4	-2	3	8	1	-3	7	-9	-2
Fam108B inh	-3	-7	-4	3	6	-2	4	0	-2	-1
MCL1-BIM inh	-7	4	7	4	4	-4	-1	6	-1	-1
Bcl-xL primary	2	7	1	-1	3	3	0	2	-4	-3
PAFAH1B2 inh	1	0	-3	10	4	3	2	1	-3	-2

21	COc1cccc(NC(=O)CN(C)C(=O)c2ccc(NC(=O)CC3SC(N4CCCCC4)=NC3=O)cc2)c1 (stereo not given)
22	CC(C)[C@H](NS(=O)(=O)c1ccccc1)C(=O)OCC(=O)N1N=C(c2ccc(Cl)cc2)CC1c1ccco1 (stereo not given in full)
23	CSc1cccc(NC(=O)CCCn2c(=O)c3cccn3c3cccnc32)c1
24	Cn1ncc2c(Nc3ccccc3Cl)nc(Nc3ccccc3Cl)nc21
25	Cc1cccc(CNCc2ccccc2)c1
26	CCOC(=O)c1c(NS(=O)(=O)Cc2ccccc2)sc2c1CCCC2
27	CCN1C(=O)C2(Nc3ccccc3-c3nc4ccccc4n32)c2cc(OC)ccc21 (stereo not given)
28	O=C(O)Cc1c(-c2ccccc2Cl)c2cc(Br)ccc2[nH]c1=O
29	CCOc1ccc(CNS(=O)(=O)c2cccs2)cc1OCC
30	CCCCCCNC(=O)c1ccc(Br)o1

compound no.	21	22	23	24	25	26	27	28	29	30
PME-1 inh	9	-8	7	-4	3	1	2	5	4	-3
AHR act	-2	-3	-5	4	0	2	4	0	2	8
MEX-5 binding	1.9	3.1	-1.6	1.2	0.1	1.0	1.7	0.1	1.4	-1.5
pPAFAH inh	-1	15	-4	-5	7	9	2	4	0	-8
GLD-1 RNA inh	3	-5	-4	0	4	0	8	8	6	5
Fam108B inh	-1	-5	0	-2	1	-4	2	-1	-2	-7
MCL1-BIM inh	0	-1	4	2	6	9	4	-5	-2	-2
Bcl-xL primary	2	-6	4	2	7	8	6	4	2	-7
PAFAH1B2 inh	5	2	1	4	-4	12	4	7	2	0

31	O=S(=O)(NCc1ccco1)c1cccc(S(=O)(=O)N2CCCCC2)c1
32	COc1ccc(NC(=O)c2c(NC(=O)CCC(=O)O)sc(-c3ccccc3)c2C)cc1
33	COc1ccc(C=O)cc1Oc1nc(Cl)ncc1F
34	Cc1nnc(SCC(=O)NC(=O)Nc2ccc3c(c2)OCCO3)s1
35	COc1ccccc1NC(=O)CSCC(N)=O
36	O=C(c1ccc([N+](=O)[O-])cc1)N1CCN=C1SCc1ccccc1
37	CCCCc1nnc(NC(=O)CN2C(=O)C3CCCCC3C2=O)s1 (stereo not given)
38	CC(=O)Nc1ccc(Nc2nnc(-c3ccc(C)c(S(=O)(=O)NCC4CCCO4)c3)c3ccccc23)cc1 (stereo not given)
39	CC(C)(C)c1ccc(OCC(=O)NNC(=O)CCc2ccccc2)cc1
40	N#Cc1nc(-c2ccc(Cl)cc2)oc1NCc1cccc2c1OCO2

compound no.	31	32	33	34	35	36	37	38	39	40
PME-1 inh	0	4	1	5	-6	-3	-3	8	-4	0
AHR act	3	10	0	13	7	2	0	0	1	7
MEX-5 binding	1.7	-0.6	-0.8	2.3	-1.2	-1.1	-0.4	1.1	1.3	2.0
pPAFAH inh	0	6	1	-6	2	9	1	15	7	6
GLD-1 RNA inh	-4	0	4	-4	3	9	6	5	-1	2
Fam108B inh	1	1	3	-5	-1	1	-1	0	0	-3
MCL1-BIM inh	10	-5	0	-4	0	10	0	-1	1	4
Bcl-xL primary	7	8	5	-1	3	5	-1	1	2	-4
PAFAH1B2 inh	15	3	1	-4	-4	-2	9	6	17	1

41	Cc1cccc(Oc2cc(NC(=O)c3ccccc3)cc([N+](=O)[O-])c2)c1
42	CC(=O)c1c(C)[nH]c(C(=O)OCC(=O)Nc2c(C)cccc2C)c1C
43	CCC1(c2ccccc2)NC(=O)N(CC(=O)Nc2ccccc2C(=O)NC2CCCC2)C1=O (stereo not given)
44	COC(=O)c1ccc(NC(=O)c2cc3sccc3n2C)cc1
45	Fc1ccccc1NC(=S)NCc1ccccc1
46	O=C1CCN(CCc2ccccc2)CCN1[C@H](CSc1ccc(Br)cc1)c1ccccc1
47	Cc1ccc(C)c(OCC(=O)NNC(=O)CCN2CCN(c3ccccc3)CC2)c1
48	COc1ccc(-n2c(-c3ccc(C)cc3)n[nH]c2=S)cc1
49	Cc1cc(N2CC(C)OC(C)C2)nc(C(C)C)n1 (stereo not given)
50	ClC1=C(Cl)C(Cl)=C(Cl)C1=C/C=C/c1ccccc1

compound no.	41	42	43	44	45	46	47	48	49	50
PME-1 inh	-55	4	-2	-32	4	2	2	-4	-2	-5
AHR act	11	0	2	-5	8	16	-1	1	-1	27
MEX-5 binding	2.5	/	4.2	-2.1	1.0	3.4	/	-1.0	0.8	0.0
pPAFAH inh	-12	1	-1	0	4	3	-1	2	0	11
GLD-1 RNA inh	2	2	-2	-3	0	-1	-3	2	4	3
Fam108B inh	-31	/	0	-8	5	-6	/	-1	-1	-2
MCL1-BIM inh	-5	-10	-7	-2	16	-1	1	-18	-3	8
Bcl-xL primary	3	-7	-10	1	2	4	-1	-12	-1	3
PAFAH1B2 inh	-15	-1	-2	0	3	6	8	8	1	5

51	C=CC[C@@H](CC(=O)N(CCO)Cc1ccccc1)C(=O)NC[C@H](OC(=O)[C@@H](CC=C)CC(=O)OC(C)(C)C)c1ccccc1
52	O=C(c1ccccc1)c1nn(-c2cccc(Cl)c2)ccc1=O
53	CCn1cc([N+](=O)[O-])c(C(=O)Nc2ccn(C34CC5CC(CC(C5)C3)C4)n2)n1
54	CCN(CC)Cc1c(C(=O)N/N=C/c2cccnc2)nnn1-c1nonc1N
55	CCN(CC)C(=O)Cn1cc(C(=O)C(=O)NCCCN2CCOCC2)c2ccccc21
56	O=C(OCc1ccc([N+](=O)[O-])cc1)c1cc(S(=O)(=O)N2CCCCC2)ccc1N1CCOCC1
57	S=C(NCc1cccs1)Nc1ccc(Br)cc1Cl
58	CCCC(=O)N1c2ccccc2NC2=C(C(=O)CCC2)C1c1ccc(F)cc1 (stereo not given)
59	Cc1cc(C)nc(N/N=C/C2=C(O)CC(c3ccccc3)CC2=O)n1 (stereo not given)
60	CC(OC(=O)Cn1cnc2c1c(=O)n(C)c(=O)n2C)C(=O)Nc1ccc(Cl)cc1 (stereo not given)

compound no.	51	52	53	54	55	56	57	58	59	60
PME-1 inh	/	-2	-6	-2	2	-1	-5	4	4	0
AHR act	0	-4	2	7	6	-2	13	5	8	1
MEX-5 binding	/	-1.6	2.8	2.6	0.3	-0.7	0.4	1.6	-1.6	0.2
pPAFAH inh	2	6	-3	-4	0	8	7	9	3	-1
GLD-1 RNA inh	5	1	5	-6	4	3	3	0	-2	0
Fam108B inh	/	1	3	2	-1	0	-6	2	4	2
MCL1-BIM inh	/	7	2	5	3	1	6	-2	7	-1
Bcl-xL primary	/	4	2	6	0	4	3	0	0	0
PAFAH1B2 inh	0	/	29*	3	1	-4	1	7	/	3

As entered above:
Value for `CCN(CC)Cc1c(C(=O)N/N=C/c2cccnc2)nnn1-c1nonc1N` in GLD-1 RNA inh: -6
Value for `CC1CN(C(=O)c2ccccc2Sc2ccccc2C#N)CC(C)O1` (stereo not given) in pPAFAH inh: 2
Value for `CCN(CC)C(=O)Cn1cc(C(=O)C(=O)NCCCN2CCOCC2)c2ccccc21` in PAFAH1B2 inh: 1
Value for `COc1ccc(CCNc2nc3c(c(=O)n(C)c(=O)n3C)n2C)cc1OC` in PME-1 inh: 5
Value for `CC(C)[C@H](NS(=O)(=O)c1ccccc1)C(=O)OCC(=O)N1N=C(c2ccc(Cl)cc2)CC1c1ccco1` (stereo not given in full) in MCL1-BIM inh: -1
Value for `O=C(c1ccccc1)c1nn(-c2cccc(Cl)c2)ccc1=O` in Bcl-xL primary: 4
Value for `CCOC(=O)c1c(NS(=O)(=O)Cc2ccccc2)sc2c1CCCC2` in PAFAH1B2 inh: 12
